# SNCA viab count: GF-AFC viability counterscreen for inhibitors of alpha-synuclein gene (SNCA) expression. actives 0.12% (n = 150,000). AID 1671193, 2021. HEK-293-SNCA-luc viability, GF-AFC fluorescence, 24 h. Potency, µM (doses to about 57.1 µM), for the others: top-dose activity change, negative = cytotoxicity, usual class: cytotoxic;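 note: potency is the fitted concentration of half-maximal effect; 0% = DMSO-treated cells and -100% = medium-only wells without cells; nearly all actives have a fitted effect of over 30% in size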
#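 HEK-293-SNCA-luc cells (1500/well) plated 24 h, then exposed 24 h to a dilution series; GF-AFC added 30 min at 37C, fluorescence 405/540 nm; normalised to medium-only and DMSO wells, Hill fit.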
# GPT2 inh: Primary qHTS assay for inhibitors of Glutamate pyruvate transaminase 2 (GPT2); Alanine aminotransferase 2 (Homo sapiens), Q8TD30; Recombinant GPT2, coupled pyruvate oxidase/HRP Amplex Red fluorescence; Potency, µM (series often up to 57.7 µM), inactives show top-dose activity change, negative = inhibition, usual class: inhibitors; actives 0.25% (n = 100,000); AID 1671188, 2021; note: potency is the fitted concentration of half-maximal effect; nearly all actives have a fitted effect of over 60% in size; many of its hits are not listed in these tables
# Target sequence (Q8TD30 whole entry, looked up): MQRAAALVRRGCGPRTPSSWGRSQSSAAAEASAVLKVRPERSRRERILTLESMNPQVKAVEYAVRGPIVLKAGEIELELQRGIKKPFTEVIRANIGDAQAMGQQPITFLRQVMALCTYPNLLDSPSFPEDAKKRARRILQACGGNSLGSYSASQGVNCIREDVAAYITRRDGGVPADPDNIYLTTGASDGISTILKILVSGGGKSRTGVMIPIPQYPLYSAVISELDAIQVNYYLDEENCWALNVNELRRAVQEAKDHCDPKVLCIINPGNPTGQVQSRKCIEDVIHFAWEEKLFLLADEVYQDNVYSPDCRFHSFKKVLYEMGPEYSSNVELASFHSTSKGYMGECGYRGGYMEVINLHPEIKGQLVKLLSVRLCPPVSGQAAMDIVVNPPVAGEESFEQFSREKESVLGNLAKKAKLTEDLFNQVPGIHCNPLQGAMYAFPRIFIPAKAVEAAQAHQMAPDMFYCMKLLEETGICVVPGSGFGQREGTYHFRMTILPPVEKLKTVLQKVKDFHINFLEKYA
#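 Inhibition is scored from Amplex Red fluorescence generated when pyruvate oxidase and HRP act on pyruvate released by GPT2. Reactions contain 10ng/uL enzyme, 250uM a-KG and 2mM L-alanine and run 30 min at room temperature.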
# HEK cytotox: Cytotoxic Profiling in HEK 293 Cell Line of Diverse Libraries Using Quantitative High-Throughput Screening; HEK 293 viability, ATP luminescence (CellTiter-Glo), 48-72 h; Potency, µM (series often up to 115 µM), without a hit: top-dose activity change, negative = cytotoxicity, usual class: inhibitors; actives 6.6% (n = 94,000); note: potency is the fitted concentration of half-maximal effect; nearly all actives have a fitted effect of over 60% in size
#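 HEK 293 cells at 250 cells/well were exposed to compounds by pintool transfer for 48 or 72 hr at 37 degree Celsius, 5% CO2. Viability was read as ATP-coupled luminescence with CellTiter-Glo after 10 min at room temperature.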
# Luciferase inh: Firefly luciferase inhibition profiling of diverse chemical library using quantitative high-throughput screening; AID 1347043, 2019; Luciferin 4-monooxygenase (Photinus pyralis), P08659; Potency, µM (series often up to 115 µM), without a hit: top-dose activity change, negative = inhibition, hits mostly inhibitors; purified P. pyralis luciferase, luminescence, biochemical; actives 2.5% (n = 76,000); note: potency is the fitted concentration of half-maximal effect; nearly all actives have a fitted effect of over 65% in size
# Target sequence (P08659 whole entry, looked up): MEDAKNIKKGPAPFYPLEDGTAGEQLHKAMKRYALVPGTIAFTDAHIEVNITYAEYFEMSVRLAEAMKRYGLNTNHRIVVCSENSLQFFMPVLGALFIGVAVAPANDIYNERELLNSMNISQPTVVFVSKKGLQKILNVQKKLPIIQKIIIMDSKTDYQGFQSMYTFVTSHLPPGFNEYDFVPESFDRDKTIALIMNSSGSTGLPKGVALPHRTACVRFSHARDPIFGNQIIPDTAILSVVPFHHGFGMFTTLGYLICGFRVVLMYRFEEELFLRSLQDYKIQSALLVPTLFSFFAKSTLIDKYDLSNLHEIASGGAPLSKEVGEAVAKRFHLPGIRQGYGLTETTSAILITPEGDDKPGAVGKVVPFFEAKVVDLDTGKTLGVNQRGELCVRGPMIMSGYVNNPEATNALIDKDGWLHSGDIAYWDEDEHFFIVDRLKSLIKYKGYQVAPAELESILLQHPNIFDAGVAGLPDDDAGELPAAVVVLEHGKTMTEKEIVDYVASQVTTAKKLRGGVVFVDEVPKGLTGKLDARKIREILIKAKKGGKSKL
#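 FLuc 10nM, D-luciferin 10uM, ATP 10uM, Mg acetate 10mM, Tris acetate pH 7.5, Tween/BSA; cpd qHTS; enzyme added last; CCD luminescence.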
# IP6K1 inhibitor: Primary qHTS assay for small molecule inhibitors of Inositol hexaphosphate kinase 1 (IP6K1) | Inositol hexakisphosphate kinase 1 (Homo sapiens), Q92551 | actives 0.81% (n = 140,000) | activity change, % (series mostly up to about 58 µM) | IP6K1 kinase, ADP-Glo luminescence, 2 h; stronger effect = lower value; in the data active = activity change below about -25%
#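 ADP-Glo luminescence measures ADP made by human IP6K1 during a 2 h RT reaction with ATP/IP6 (mix at 1.3 mM/130 uM); top library doses 57.5 and 19.1 uM final.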
# SNCA expr inhib: Primary qHTS assay for inhibitors of alpha-synuclein gene (SNCA) expression | HEK-293 SNCA-luciferase knock-in, luminescence, 24 h | Potency, µM (series often up to 57.2 µM), without a hit: at the top dose activity change, negative = inhibition, usual class: inhibitors | actives 0.17% (n = 140,000);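 note: potency is the fitted concentration of half-maximal effect; plate controls were DMSO cells for no effect and cell-free wells for full effect; nearly all actives have a fitted effect of over 45% in size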
# NIH3T3 tox: Cytotoxic Profiling in NIH 3T3 Cell Line of Diverse Libraries Using Quantitative High-Throughput Screening. NIH 3T3 viability, CellTiter-Glo ATP luminescence, 48-72 h. Potency, µM (titrated, usually from 96.7 µM), without a hit: at the top dose activity change, negative = cytotoxicity, most hits filed as inhibitors. actives 4.3% (n = 94,000). AID 1345082, 2018; note: potency is the fitted concentration of half-maximal effect; nearly all actives have a fitted effect of over 55% in size
#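 Cells were seeded at 400 per well, treated with pin-transferred compound, and kept 48 or 72 hr at 37 °C before CellTiter-Glo addition and luminescence imaging of cellular ATP.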
# * hit, by the source's call; i = inactive; u = inconclusive; x = not tested or not shown; [ ] = another dose, or the depositor's remark. Unless noted, calls come from the whole dose curve; as a rule, active = well fitted curve in the direction sought with a large enough effect; inconclusive = small, poorly fitted or top-dose-only effect, or another doubt; inactive = no such curve, though single readings can be large; an effect the other way counts as inactive or inconclusive. Unless noted, % is set by controls: 0 for no effect and ±100 for the full control effect. Not a hit list; about 7.7% have a hit in one of these screens.
# Sample of the layout (3 entries):
SMILES,SNCA viab count,GPT2 inh,HEK cytotox,Luciferase inh,IP6K1 inhibitor,SNCA expr inhib,NIH3T3 tox
COC(=O)C1=CO[C@@H](O[C@@H]2O[C@H](CO[C@@H]3O[C@H](CO)[C@@H](O)[C@H](O)[C@H]3O)[C@@H](O)[C@H](O)[C@H]2O)[C@@H]2C(CO)=CC[C@H]12,9%[23.9 µM],u,x,x,-10,x,x
CCOc1ccccc1NC(=O)CN1C(=O)CC(c2ccc(OC)c(OC)c2)Sc2ccccc21 (configuration not stated),-14%,x,x,x,-10,30%[activator],x
COc1ccccc1CN1CC[C@H](CNC(C)=O)[C@H](N(C)C)C1,3%[12.5 µM],-2%,-6%,-5%,-3,8%,-6%

# The listing, from the first entry:
SMILES,SNCA viab count,GPT2 inh,HEK cytotox,Luciferase inh,IP6K1 inhibitor,SNCA expr inhib,NIH3T3 tox
COC(=O)C1=CO[C@@H](O[C@@H]2O[C@H](CO[C@@H]3O[C@H](CO)[C@@H](O)[C@H](O)[C@H]3O)[C@@H](O)[C@H](O)[C@H]2O)[C@@H]2C(CO)=CC[C@H]12,9%[23.9 µM],u,x,x,-10,x,x
CCOc1ccccc1NC(=O)CN1C(=O)CC(c2ccc(OC)c(OC)c2)Sc2ccccc21 (configuration not stated),-14%,x,x,x,-10,30%[activator],x
COc1ccccc1CN1CC[C@H](CNC(C)=O)[C@H](N(C)C)C1,3%[12.5 µM],-2%,-6%,-5%,-3,8%,-6%
CCN(Cc1ccccc1)C(=O)C1CCC(CNS(=O)(=O)c2ccc3c(c2)CCCC(=O)N3)CC1 (configuration not stated),u,x,x,x,16,-13%,x
COc1ccc(Nc2cc(C(=O)NC3CCCC3)c3ccccc3n2)c(OC)c1,4%,x,x,x,2,-7%,x
Cc1cnc(C(=O)N(C)C2CCc3nn(CC4CC4)c(=O)n3CC2)cn1 (configuration not stated),-6%,i,i,-15%,-3,-6%,-3%
COc1ccc(NC(=O)C2CN(S(=O)(=O)C3CC3)CC23CCCCC3)cc1F (configuration not stated),-5%,i,u,-18%,21,-5%,u
O=C(NCc1ccccc1)c1ccc2c(c1)N(Cc1cccc(Cl)c1)C(=O)c1ccccc1S2(=O)=O,10%,x,x,x,-10,-1%,x
CN(C)C(=O)c1ccnc(-c2nnc3ccc(NCCN4CCOCC4)nn23)c1,10%[87.6 µM],-4%[88.5 µM],i,3%[172 µM],-3,-6%[87.6 µM],u
Cc1ccc(Cl)cc1-n1nnc(-c2nc(-c3ccc4c(c3)OCO4)no2)c1C,12%,x,x,x,-9,19%,x
Cc1c(C(=O)Nc2ccc(Br)cc2F)sc2ncnc(N(C)C3CCCCC3)c12,2%,x,x,x,6,55%[activator],x
COCCN1C(=O)CCC2(C(=O)NCCCc3ccccc3)CCCC=C12 (configuration not stated),-14%,1%,-1%,-6%,9,-17%,1%
O=C(NNc1ncnc2c1cnn2-c1ccccc1)c1ccccc1,6%,x,x,x,36,21%,x
COCCN1CCCCCC(O)c2cc(C(=O)N3CCc4ccccc43)ccc21 (configuration not stated),-8%,i,u,u,-8,-4%,u
COc1ccc(C(=O)NC[C@H]2O[C@H](Cc3cc(CN4CCOCC4)on3)CC[C@@H]2O)cc1,-1%,-10%,i,5%,4,8%,1%
COc1ccc(CC2(CO)CCN(c3nccc(N)n3)CC2)cc1,2%,-3%,u,3%,12,-18%,-34%
CN(C)c1nc(-c2ccccc2)nc2c1CCN(C(=O)C1CCOC1)C2 (configuration not stated),6%,-3%,i,0%,6,u,-4%
COc1cccc2c1ccn2CCC(=O)Nc1ccc2c(c1)C(=O)N1CCC[C@H]1C(=O)N2,4%,2%,-1%,2%,-2,9%,-6%
CCCCOC(=O)c1ccc(NC(=O)c2cnc3ccc(C)cn3c2=O)cc1,5%,x,x,x,-4,6%,x
O=C(NCCc1ccccc1)c1ccc2c(c1)OCCN(c1ccccc1)C2,-10%[87.6 µM],i,u,u,-10,0%[87.6 µM],u
Cc1ccc(CN2CC(Oc3ccccc3C(=O)N3CCOCC3)C2)s1,u,i,u,x,-11,1%,u
CC(=O)N1CCC(N2C[C@@H]3OCC(=O)N(Cc4ccccc4)[C@@H]3C2)CC1,1%[87.6 µM],i,-9%[172 µM],-6%[172 µM],-5,-3%[87.6 µM],1%[174 µM]
COc1ccccc1OCc1cc(C(=O)NCc2cccc(C)c2)n[nH]1,-2%,4%,u,-18%,-4,-24%,-28%
COc1ccc2nc(NC(=O)c3cc(=O)c4cc(C)cc(C)c4o3)sc2c1,-11%,x,x,x,9,-20%,x
CCCCS(=O)(=O)N1CCc2n[nH]c(=O)n2CC1,-1%,0%,3%,5%,-13,-7%,1%
CCC(C)n1c(SCC(=O)Nc2ccccc2C(=O)OC)nc2ccsc2c1=O (configuration not stated),-5%,x,x,x,3,-31%,x
COC1CCC12CCN(C(=O)C1CCCCC1)CC2 (configuration not stated),-8%,-3%,i,-6%,-9,-14%,-3%
Cc1cc(C)n(-c2nc3ccccc3nc2Nc2cccc(C(=O)NCCc3ccccc3)c2)n1,16%,x,x,x,11,7%,x
C=CCN1CCN(C(=O)C2N(C(C)C)C(=O)C23CCCCC3)CC1 (configuration not stated),1%,-9%,i,4%,-15,-27%,i
O=C(NCc1cccs1)C1CN(S(=O)(=O)c2cccnc2)CC12CCCCC2 (configuration not stated),5%,-3%,7%,10%,2,-8%,-5%
Clc1ccc(-c2nnc3n2CCN(Cc2cccnc2)C3)cc1,14%,i,i,x,3,-2%,u
CC(C)c1noc(C2CCCN(C(=O)C3CCCC3)CCC(=O)NCC2)n1 (configuration not stated),3%,-2%,-3%,-15%,17,11%,-20%
CC(Sc1nnc2ccc3ccccc3n12)C(=O)Nc1ccc(Cl)cc1 (configuration not stated),9%,x,x,x,-10,10%,x
CCC(CC)C(=O)N1CC(c2nnc(-c3ccc(C)cc3)o2)C2(CCOCC2)C1 (configuration not stated),1%,i,-26%,3%,18,7%,-15%
COc1ccc(C(=O)NC2CCN(c3ccc(F)cc3)C2=O)cc1 (configuration not stated),-18%,-2%,2%,-2%,-6,-22%,i
COc1ccc(NC(=O)c2ccc3c(c2)N(Cc2cccc(Cl)c2)C(=O)c2ccccc2S3=O)cc1Cl (configuration not stated),-1%,x,x,x,-22,-14%,x
NC1CCc2nn(CC(=O)N3CCc4ccccc43)c(=O)n2CC1 (configuration not stated),5%,-12%,-7%,-3%,4,4%,-19%
CCCCN(C)CCCNC(=O)C1CCN(S(=O)(=O)CCC)CC1,11%,x,x,x,-8,30%,x
Cc1c(Cl)cccc1NC(=O)CSc1ccc(-c2ccccn2)nn1,12%,x,x,x,2,11%,x
COCCCNC(=O)c1cccc(-c2ccc(OC)nn2)c1,x,x,-4%[172 µM],x,2,x,-15%[138 µM]
CC(C)c1ccc(CN2CC(Oc3ccccc3C(=O)NC3CC3)C2)cc1,-10%,i,u,-11%,-8,-1%,u
COc1cc(-c2noc(-c3cc(C)[nH]n3)n2)cc(OC)c1OC,-5%,x,x,x,-4,204%[activator],x
COCc1ccccc1-c1cn(C)c(=O)n2cc(COc3ccc(Cl)cc3)nc12,u,-27%[88.5 µM],u,-21%[172 µM],0,3%[87.6 µM],u
Cc1ccc(NC(=O)N2CCC(CCNC(=O)CC3CCCC3)CC2)cc1,7%,1%,-16%,u,-5,11%,-22%
Cc1ncsc1CN1CCn2c(nnc2[C@@H]2C[C@@H](O)CN2Cc2cccnc2)C1,3%[12.5 µM],-20%,-9%,-11%,-4,6%,-15%
Cc1ccccc1NS(=O)(=O)c1nnc(NC(=O)c2ccccc2C)s1,-2%,x,x,x,-2,22%,x
COC[C@H]1C[C@@H](NC(=O)c2cccnc2)[C@H](O)[C@@H]1O,1%[87.6 µM],i,i,-4%[230 µM],-7,-9%[87.6 µM],i
CN(C)[C@@H]1CN(C(=O)CC2CCCCC2)CC[C@@H]1CO,20%,i,-7%,x,7,4%,-12%
O=C(CN1CCCCCCC1)N1CCn2nc(Cc3ccccc3)cc2C1,5%,i,-29%,4%,10,-23%,u
COCCN(Cc1cnn(C)c1)C(=O)c1ccc2nc(C)cn2c1,3%,0%,-1%,3%,-1,-6%,1%
CCCCN(C)c1nnc(NC(=O)Nc2ccc(Br)c(C)c2)s1,-5%,x,x,x,-1,-8%,x
Cc1nnc(NC(=O)CSc2nc3c([nH]c4ccccc43)c(=O)n2-c2ccc(Cl)cc2)s1,2%,x,x,x,-3,-11%,x
Cc1ccc(-c2nnc(SCCOc3ccccc3)o2)cc1,7%,x,x,x,50,38%[activator],x
CCN(Cc1ccccc1)C(=O)c1cc2c(s1)-c1c(C)cccc1OC2,18%,x,x,x,9,1%,x
Cc1nc(CCNC(=O)[C@H]2CNC[C@H](C(=O)N3CCOCC3)C2)sc1Cl,4%,i,-3%,0%,0,2%,-13%
Cc1cc(C(F)(F)F)c2c(N)c(C(=O)Nc3c(Cl)cccc3Cl)sc2n1,u,x,x,x,-14,29%,x
Cc1nnc2c(Nc3cccc(O)c3)nc3ccccc3n12,1%,x,x,x,-9,44%[activator],x
O=C(Nc1ccc2nc(SCC(=O)N3CCCC3)sc2c1)c1cccc(Cl)c1,u,x,x,x,7,-4%,x
CCCn1ccc2sc(C)c(C(=O)NCc3ccccc3)c2c1=O,-6%,i,u,2%,2,-18%,-6%
COc1ccc(C(=O)NC[C@@H]2C=C(C)[C@H](CC(=O)N3CCN(C(C)=O)CC3)C[C@H]2C(C)C)cc1,-20%,-8%,-17%,0%,11,-8%,-29%

# Limited to GPT2 inh and SNCA viab count (3 entries from above):
structure	GPT2 inh	SNCA viab count
Cc1nnc(NC(=O)CSc2nc3c([nH]c4ccccc43)c(=O)n2-c2ccc(Cl)cc2)s1	x	2%
Cc1ccc(-c2nnc(SCCOc3ccccc3)o2)cc1	x	7%
CCCCN(C)c1nnc(NC(=O)Nc2ccc(Br)c(C)c2)s1	x	-5%

# Following part
SMILES,SNCA viab count,GPT2 inh,HEK cytotox,Luciferase inh,IP6K1 inhibitor,SNCA expr inhib,NIH3T3 tox
CC(=O)c1c(C)n(-c2cccc(C)c2)c2ccc(OC(=O)COc3ccccc3)cc12,-20%,x,x,x,10,-29%,x
Cc1ccccc1C(=O)Nc1ccc2nc(SCC(=O)N(C)c3ccccc3)sc2c1,u,x,x,x,-8,u,x
COC(=O)N(C)c1c(N)nc(-c2nn(Cc3ccccc3F)c3ncccc23)nc1N,17%,-5%,x,x,2,x,x
O=C(NCCCN1CCCc2ccccc21)C1Cn2cccc2C(=O)N1Cc1cccnc1 (configuration not stated),9%,u,i,5%,-14,14%,4%

# Screens (PubChem)
